Compound activity deposited in PubChem BioAssay by several laboratories.
NTR1 agonist: agonists of NTR1, primary screen, imaging, U2OS cells, beta-arrestin-GFP, high content (AID 493036) | P30989 | NTR1-U2OS beta-arrestin-GFP spot imaging, agonist mode | activation, % at 20 µM | hit rate 0.17% among 330,000;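 active = activation at or above 40% of the spot to cytoplasm intensity ratio, with at least 20 cells analyzed; inconclusive = wells under 20 cells, flagged as cytotoxic or low count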;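 also: 0% = DMSO without peptide and 100% = 100 nM NTR1 peptide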
Target sequence (P30989 whole entry, looked up): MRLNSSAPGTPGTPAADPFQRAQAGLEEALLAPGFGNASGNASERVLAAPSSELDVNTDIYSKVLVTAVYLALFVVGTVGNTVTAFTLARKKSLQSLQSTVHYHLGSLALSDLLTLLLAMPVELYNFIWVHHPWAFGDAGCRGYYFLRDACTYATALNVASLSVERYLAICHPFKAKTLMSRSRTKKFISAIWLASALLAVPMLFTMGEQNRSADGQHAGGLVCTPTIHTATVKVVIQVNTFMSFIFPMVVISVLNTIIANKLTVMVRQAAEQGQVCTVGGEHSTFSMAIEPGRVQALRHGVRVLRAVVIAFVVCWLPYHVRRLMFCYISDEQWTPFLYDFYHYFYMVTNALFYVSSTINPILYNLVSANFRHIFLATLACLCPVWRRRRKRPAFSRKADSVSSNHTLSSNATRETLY
KOR beta-arrestin-1: kappa opioid receptor blockers – cell-based, luminescence, uHTS (AID 1778); KOR beta-arrestin recruitment, luminescence, antagonist mode; higher % means a stronger effect; inhibition, % at 10 µM, or IC50 in µM where a hit was titrated; hit rate 0.091% among 290,000; also: strong numbers were not always called active
GPR55 activation: selective activators of receptor GPR55 – imaging, U2OS cells, beta-arrestin-GFP redistribution, primary screen (AID 1961). U2OS GPR55 beta-arrestin-GFP redistribution imaging; higher % means a stronger effect. hit rate 0.048% among 290,000. one-dose activation, % at 10 µM; EC50 in µM for titrated hits;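 active = activation above 40% with more than 50 cells counted in the well; inconclusive = wells holding fewer than 50 cells, flagged as toxic or sparse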;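 also: U2OS osteosarcoma cells stably expressing GPR55 and beta-arrestin-GFP; plate controls were DMSO negative control for no effect and LPI positive control for full effect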
Myeloid diff 2: myeloid differentiation induction | AID 624256 | calls only at 10 µM | ER-HoxA9 myeloid progenitors, lysozyme-GFP differentiation, flow cytometry | hit rate 1% among 360,000;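 active = normalized GFP-positive differentiation at or above the plate's own cutoff, the solvent-only control mean plus 3 SD; inconclusive = no clear call, values can overlap the other calls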;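 also: cells exposed to compound for four days before flow analysis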
HEK293 NOD2/NF-kB: NOD2 signaling inhibitors, cell-based, luminescence, uHTS, HEK293 (AID 1566). hit rate 0.63% among 290,000. one-dose inhibition, % at 4 µM; EC50 in µM for titrated hits. HEK293 NOD2/NF-kB luciferase reporter, luminescence; higher % means a stronger effect; also: many of its hits are not listed in these tables
T cell modulator: modulates CD8 T cell binding to vesicles; 2C CD8+ T cell-vesicle binding, flow cytometry; stronger effect = lower value; calls only at 7 µM; hit rate 0.068% among 330,000; AID 2052;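 active = response, share of CD8 T cells binding vesicles, and their 90th percentile fluorescence all below set limits, cut at about 80% in these data, passing the limit was not always enough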
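Material: 2C TCR transgenic mouse naive CD8+ T cells, MACS-purified. Also added: QL9-charged Drosophila Ld/ICAM-1/B7-1 vesicles. Timing: binding 1.5 h at 37 °C. Measured by: high-throughput flow cytometry with anti-B7-1 and anti-CD8 staining. Read-out: percent CD8+ FL2 mean versus row control. Controls: Unloaded micro-vesicles (low), QL9 vesicles with 0.7% DMSO (high).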
GPR55 LPI antagonism: GPR55 antagonists blocking LPI-driven arrestin recruitment, primary screen, imaging, U2OS, beta-arrestin-GFP, LPI agonist (AID 2013); U2OS GPR55 beta-arrestin-GFP translocation imaging, LPI antagonism; higher % means a stronger effect; inhibition, % at 10 µM; hits with a dose series show IC50 in µM; hit rate 0.13% among 290,000;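 active = spots per cell inhibited over 60%, with over 100 cells counted and total cytoplasm intensity under 500,000; inconclusive = wells with under 100 cells, flagged as likely toxic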;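 also: U2OS cells stably carrying GPR55 and arrestin-GFP stimulated by 5 µM LPI near EC80; imaged beta-arrestin-GFP aggregate spots per cell after agonist stimulation; plate controls were LPI-stimulated DMSO wells for no effect and DMSO wells without LPI for full effect; some results filed as inactive read as strong as hits; confirmed hits need IC50 under 10 µM and bright autofluorescent wells are also inconclusive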
NOD1 inhibition: NOD1 signaling inhibitors, primary screen, cell-based, luminescence, uHTS (AID 1578); NOD1-driven NF-kB luciferase reporter cells, luminescence; higher % means a stronger effect; one-dose inhibition, % at 4 µM; EC50 in µM for titrated hits; hit rate 1% among 290,000; in the data active = inhibition mostly above about 36%, no sharp cut-off; inactive = mostly below about 34%;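 also: HEK-293T reporter cells stimulated with the NOD1 agonist gamma-tri-DAP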
KOR beta-arrestin-2: kappa opioid receptor activators – cell-based, luminescence, uHTS, primary screen (AID 1777); activation, % at 10 µM, or EC50 in µM where a hit was titrated; KOR beta-arrestin recruitment, luminescence; higher % means a stronger effect; hit rate 0.02% among 280,000; in the data active = activation above about 50%, passing the limit was not always enough; also: a part of the inactive calls stands beside numbers as strong as those of hits
T cell modulator vesicle-bound %: recorded beside T cell modulator, whose call it bears; double positive events, %; measured here: CD8+ vesicle-bound cell fraction;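 binding gate set so that unloaded-vesicle control wells show 10% double positive cells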
NTR1 agonist cell count 20 µM: second read-out of NTR1 agonist, no call of its own (marks repeat the call); cell count; measured here: cell count, cytotoxicity flag
Myeloid diff 2 GFP+ MAC1+ %: recorded beside Myeloid diff 2, whose call it bears; GFP+ MAC1+ double positive, %; measured here: differentiation confirmed by MAC1 staining
Numbers without * were called inactive; i = inactive; ? = inconclusive; / = not tested or not shown; [ ] = remark or other dose. Rule as the data show it, unless noted: active = inhibition above about 50%; inactive = the rest. An excerpt; rates above refer to the full screens.

SMILES	NTR1 agonist	NTR1 agonist cell count 20 µM	KOR beta-arrestin-1	GPR55 activation	Myeloid diff 2	Myeloid diff 2 GFP+ MAC1+ %	HEK293 NOD2/NF-kB	T cell modulator	T cell modulator vesicle-bound %	GPR55 LPI antagonism	NOD1 inhibition	KOR beta-arrestin-2
CC(C)c1ccc(CN(C(=O)c2cccs2)C2CCS(=O)(=O)C2)cc1 (configuration not stated)	0.4	51	-6%	0.1%	i	0.8	5%	i	18	-6%	-22%	-0.6%
CCOC(=O)Cc1nc2ccccc2[nH]1	1.1	64	10%	0.3%	i	5.4	3%	i	43	3%	/	0.9%
CCOc1cc(/C=N/NC(=O)c2cc(C3CC3)[nH]n2)ccc1O	0.3	93	30%	-0.7%	i	0.5	-3%	i	52	-1%	-7%	-3.9%
OCCN1C[C@H](O)[C@@H](O)[C@H](O)[C@H]1CO	-0.7	45	3%	0.3%	/	/	-1%	i	28	11%	-8%	-7.9%
COc1cccc(OCC(O)CNC(=O)c2oc3c(C)c(C)ccc3c2C)c1 (configuration not stated)	7.0	57	-1%	-0.1%	i	0.9	13%	i	19	4%	11%	1.1%
CSc1nc(C)cc(OCNC(=O)c2cccs2)n1	2.8	36	4%	-0.1%	i	7.2	4%	i	24	8%	-41%	-4.6%
COC(=O)c1ccc(NC(=O)c2cc(Cl)ccc2OC)cc1	0.1	45	-17%	-0.8%	i	0.5	-13%	i	35	11%	-28%	-1.4%
CC1CCCC(NC(=O)COC(=O)c2ccccc2[N+](=O)[O-])C1C (configuration not stated)	2.9	60	12%	0.0%	i	0.9	-2%	i	44	6%	-45%	-2.1%
Cc1nc(NC(=O)c2ccc(OCC(C)C)cc2)sc1Cc1ccc2c(c1)OCO2	-0.1	43	-48%[20 µM]	-0.1%	i	0.8	-18%	i	10	-23%	-25%	-1.0%
Cn1cc(/C=C(\C(=O)O)C(C(=O)O)=C2CCCCC2)c2ccccc21	-0.9	106	-10%[20 µM]	0.2%	i	0.7	15%	i	43	-17%	-22%	-3.8%
COC(=O)c1cc(Br)c(=O)n(Cc2ccncc2)c1	-0.5	30	4%	-0.1%	/	/	12%	i	50	3%	8%	-1.7%
CN(C)S(=O)(=O)N1CCCC(C(=O)c2ccc(C(F)(F)F)cc2)C1 (configuration not stated)	3.9	32	-1%	0.2%	i	1.0	16%	i	43	-9%	-27%	3.6%
C/C(=N\NC1=NCCN1)c1ccc(N)c([N+](=O)[O-])c1	-0.4	52	3%	0.4%	i	0.3	2%	i	51	1%	-7%	0.0%
O=C(Nc1ccccc1-c1ccccc1)c1cccc(C(F)(F)F)c1	1.4	41	19%	-0.1%	i	0.7	2%	i	47	5%	-14%	-3.8%
CCOC(=O)c1ccc(NC(=O)CSc2nnc(C3CCCCC3)n2C)cc1	2.8	78	-8%	0.1%	i	2.2	11%	i	20	1%	-20%	-2.1%
CCOc1ccc(NC(=O)CNC(=O)c2cn(-c3ccccc3OC)c(=O)c3ccccc23)cc1	-0.9	68	-12%	-0.1%	i	1.5	4%	i	20	-8%	-18%	1.0%
CCCCCN(C(=O)CCCSc1nncs1)c1c(N)n(CCCC)c(=O)[nH]c1=O	1.2	31	6%	-0.4%	i	0.4	0%	i	46	6%	-28%	-2.1%
COc1ccc(C2CC(c3ccco3)n3ncnc3N2)cc1 (configuration not stated)	0.4	66	2%	-0.4%	i	5.5	19%	i	31	4%	-10%	-1.4%
Cn1c(COc2ccccc2)nnc1SCC(=O)Nc1ccc2c(c1)OCO2	-0.4	47	-45%	1.4%	i	8.9	-46%	i	19	12%	-5%	5.7%
CS(=O)(=O)Nc1ccc(C(=O)Nc2cccc([N+](=O)[O-])c2)cc1	0.1	105	11%	0.0%	i	0.5	10%	i	45	-1%	-17%	10%
O=C(NCc1ccco1)c1cccc(S(=O)(=O)N2CCOCC2)c1	0.8	53	-30%	-0.2%	i	8.3	6%	i	47	-1%	-2%	4.2%
COc1ccc(C(=O)CCC(=O)O)c(C)c1	1.8	77	-20%	-0.1%	i	1.4	12%	i	3	6%	-12%	0.9%
Cc1ccc(NC(=S)NC(CO)C(O)c2ccc([N+](=O)[O-])cc2)cc1 (configuration not stated)	-0.2	32	-1%	-0.2%	i	0.5	4%	i	39	-6%	-26%	-2.3%
Cn1c(=O)c2c(nc(NCCCN3CCOCC3)n2Cc2ccc(Cl)cc2)n(C)c1=O	1.2	70	-6%	0.4%	i	1.6	11%	i	10	10%	9%	-0.2%
CCOC(=O)N1CCN(C(=O)Nc2ccc3nc(C)c(C)nc3c2)CC1	-0.7	31	-6%	0.8%	i	0.5	6%	i	8	-1%	-9%	-5.1%
N#CCCn1nc(-c2ccccc2)cc1Nc1ccccc1NC(=O)C(F)(F)F	2.6	48	1%	0.5%	i	0.4	-9%	i	43	-5%	-32%	-0.3%
CCOC(=O)N(NC(=O)C(O)(C(C)C)C(C)C)c1ccccc1	3.7	39	2%	0.9%	i	0.1	3%	i	58	2%	-17%	-2.6%
Cn1nc(-c2ccccc2)c(/C=N/O)c1Cl	0.7	35	-17%	0.1%	i	0.1	0%	i	48	-6%	-20%	-0.5%
CC1CC2(CCCCC2)N2C(=O)C(=O)c3cccc1c32 (configuration not stated)	4.3	59	-11%	-0.1%	i	2.3	14%	i	52	7%	10%	2.2%
CCOC(=O)c1ccc(NC(=S)N2CCC(O)CC2)cc1	-0.7	91	-1%	-0.3%	i	0.3	-6%	i	43	1%	-8%	14%
Cc1ccc(/C=C/C2=NN(Cc3ccc(Cl)c(Cl)c3)C(=O)CC2)cc1	6.4	59	3%	0.6%	i	1.8	0%	i	21	1%	-10%	-1.0%
Cc1ccc(C(=O)C2=C(O)C(=O)N(Cc3cccnc3)C2c2ccc(Br)cc2)o1 (configuration not stated)	1.2	63	26%	0.0%	i	0.4	1%	i	47	5%	-23%	-0.9%
Cc1cc(C)nc(N(C#N)CC(=O)N(c2ccccc2)C(C)C)n1	-0.3	65	4%	-0.1%	i	1.5	11%	i	35	14%	-5%	3.4%
Cc1cc(C)nc(N(C#N)CC(=O)N2CCC(C(N)=O)CC2)n1	2.6	60	6%	-0.1%	i	1.1	18%	i	33	12%	-17%	-8.8%
COc1ccccc1N1CCN(S(=O)(=O)c2ccc3c4c(cccc24)C(=O)N3C)CC1	/	/	25%	0.1%	/	/	5%	/	/	1%	6%	-3.0%
COCC(=O)OCn1nnc2ccccc2c1=O	-1.2	45	18%	-0.1%	i	1.0	9%	i	24	-14%	4%	9.8%
COc1ccc(CN(C(C)=O)c2ccccc2C(=O)O)cc1	-0.9	63	-5%	0.5%	i	0.2	27%	i	25	-5%	-2%	6.7%
O=C(Nc1nnc(-c2ccc(Cl)cc2)o1)NC1CCCCC1	0.5	67	-14%	0.2%	i	0.6	14%	i	21	1%	-18%	2.7%
CCCn1c(=O)c(C(=O)NNC(=O)Cc2ccccc2)c(O)c2ccccc21	-1.6	42	13%	-0.2%	i	3.1	11%	i	24	0%	-8%	-2.4%
COc1ccc(CCN2CC(C(=O)N(C)Cc3ccc(C)o3)CCC2=O)cc1 (configuration not stated)	-0.5	69	-37%	-0.2%	i	0.0	-34%	i	24	7%	-58%	-2.3%
CC12CCC(C(=O)Nc3ccccc3)(C(Br)C1=O)C2(C)C (configuration not stated)	0.3	46	23%	-0.5%	i	0.6	10%	i	46	10%	-16%	1.4%
Fc1ccc(/C=N/NC(=S)Nc2cccnc2)cc1F	-0.6	44	-28%	-0.3%	i	0.4	-1%	i	34	-2%	-18%	-0.5%
CC(=O)c1c(C)[nH]c(C(=O)N(C)CC(=O)Nc2ccc(Cl)c(C(F)(F)F)c2)c1C	1.2	45	2%	-0.1%	i	0.8	14%	i	10	11%	-17%	0.3%
Clc1ccc(-c2ccc(SCc3ccccn3)nn2)cc1	-1.3	96	10%	0.5%	i	1.1	-94%	i	32	5%	-18%	-0.9%
O=C(O)c1cn(-c2ccccc2)nc1C(=O)O	0.3	72	-4%	0.6%	i	0.0	7%	i	46	0%	-21%	-3.1%
Cc1ccc(-n2nc3ccc(NC(=O)c4ccco4)cc3n2)cc1	-0.2	43	-4%	-0.1%	i	0.5	-27%	i	32	2%	-22%	-2.9%
Cc1ccc(S(=O)(=O)NCC(=O)OCN2C(=O)c3ccccc3C2=O)cc1	0.6	56	-10%	0.6%	/	/	10%	i	23	5%	-12%	-2.2%
O=C(COC(=O)c1ccccc1[N+](=O)[O-])c1ccc(C2CCCCC2)cc1	2.0	77	8%	-0.1%	i	1.9	14%	i	26	19%	21%	-0.6%
O=c1[nH]cnc2ccc([N+](=O)[O-])cc12	-1.4	54	19%	-0.1%	i	0.1	4%	i	42	2%	-7%	-2.1%
CC1Cc2ccccc2N1C(=O)CCN1C(=O)C2C3C=CC(C3)C2C1=O (configuration not stated)	-1.0	87	-42%	-0.1%	i	2.3	8%	i	51	10%	4%	1.1%
CCN(C(=O)CCN1C(=O)/C(=C/c2ccccc2)SC1=S)C1CCS(=O)(=O)C1 (configuration not stated)	1.0	49	3%	-0.2%	?	/	12%	i	32	3%	15%	-2.4%
Cc1ccc(-c2csc(NC(=O)CCNC(=O)c3ccco3)n2)cc1	3.1	65	18%	0.9%	i	0.9	7%	i	13	3%	-18%	-0.8%
O=C(COc1ccc(S(=O)(=O)NCc2ccccc2)cc1Cl)NCc1ccncc1	1.0	67	-22%	-0.1%	i	0.7	11%	i	52	-4%	-35%	0.5%
Cc1ccc(-c2nnc(-c3ccccc3Br)o2)cc1	0.2	61	-6%[20 µM]	1.7%	i	0.6	-127%	i	50	-6%	-38%	-7.3%
c1cnc2ccc(-c3ccc4ncccc4c3)cc2c1	-0.1	57	-40%[20 µM]	0.5%	i	0.5	-136%	i	62	-8%	-1%	0.7%
